BioA inh: blocks M. tuberculosis BioA enzyme activity. purified M. tuberculosis BioA enzyme, plate reader. inhibition, % at 9.99 µM. 360,000 compounds, 0.096% hits. AID 602481; in the data active = inhibition above about 40%; inconclusive = no clear call, values can overlap the other calls
CCHF vOTU inh: blocks the CCHF virus ovarian tumor domain protease. AID 651958. inhibition, % at 11.5 µM. CCHFV vOTU protease, Pep-AMC fluorescence. 370,000 compounds, 0.55% hits; also: 0% = vehicle wells with enzyme and 100% = no enzyme wells
GDH-TPI inh: GDH-TPI coupled enzyme inhibition counter-screen. 360,000 compounds, 1.2% hits. AID 588335. inhibition, % at 4.8 µM. GDH-TPI coupled enzyme counterscreen, NADH absorbance;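 also: 0% = DMSO wells and 100% = wells lacking the enzyme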
FadD28 FP inh: M. tuberculosis FadD28 bisubstrate binding inhibition; FadD28 bisubstrate probe binding, fluorescence polarization; inhibition, % at 12.5 µM; 360,000 compounds, 0.22% hits; AID 588549; in the data active = inhibition above about 8.5%, passing the limit was not always enough; inconclusive = no clear call, values can overlap the other calls
BoNT F protease: BoNT F light chain protease inhibition. Multiplex microsphere protease cleavage assay, flow cytometry. inhibition, % at 10 µM. 360,000 compounds, 0.22% hits; in the data active = inhibition above about 35%, passing the limit was not always enough; inconclusive = no clear call, values can overlap the other calls; also: plate controls were buffer without enzyme for full effect and enzyme alone for no effect
BoNT-A LC inh2: inhibitors of Botulinum neurotoxin A light chain protease; multiplex microsphere protease substrate cleavage, flow cytometry; inhibition, % at 10 µM; 360,000 compounds, 0.17% hits; in the data active = inhibition above about 30%; inconclusive = no clear call, values can overlap the other calls; also: plate controls were buffer without enzyme for full effect and enzyme alone for no effect
PrPC TRFRET: inhibitors of human cell surface prion protein PrPC; P04156; TR-FRET read-out; inhibition, % at 13.8 µM; 370,000 compounds, 0.43% hits; in the data active = inhibition above about 24%; also: 0% = median of the test wells and 100% = reference compound wells
UGM FP inh: Mtb UDP-galactopyranose mutase inhibition; P9WIQ1; purified UGM, fluorescence polarization probe displacement; inhibition, % at 10 µM; 320,000 compounds, 0.06% hits; in the data active = inhibition above about 10%, passing the limit was not always enough; inconclusive = no clear call, values can overlap the other calls
Target sequence (P9WIQ1 whole entry, looked up): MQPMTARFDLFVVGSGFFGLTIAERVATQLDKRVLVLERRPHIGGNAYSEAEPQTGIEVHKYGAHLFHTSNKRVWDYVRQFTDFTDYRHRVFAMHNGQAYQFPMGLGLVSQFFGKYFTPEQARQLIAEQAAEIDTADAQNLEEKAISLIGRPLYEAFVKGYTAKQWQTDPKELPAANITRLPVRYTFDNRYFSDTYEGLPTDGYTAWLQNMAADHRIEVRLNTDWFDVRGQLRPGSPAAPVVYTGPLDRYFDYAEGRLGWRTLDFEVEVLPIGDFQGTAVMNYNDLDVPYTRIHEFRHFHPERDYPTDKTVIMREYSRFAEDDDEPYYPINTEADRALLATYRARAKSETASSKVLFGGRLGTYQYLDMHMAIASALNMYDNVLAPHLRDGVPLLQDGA
Mtb FBA inh: Mtb fructose-bisphosphate aldolase inhibition | P9WQA3 | purified M. tuberculosis FBA, fluorescence read-out | inhibition, % at 1 µM | 360,000 compounds, 2.3% hits | AID 588726; in the data active = inhibition above about 27%;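 also: 0% = vehicle and 100% = reference inhibitor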
Target sequence (P9WQA3 whole entry, looked up): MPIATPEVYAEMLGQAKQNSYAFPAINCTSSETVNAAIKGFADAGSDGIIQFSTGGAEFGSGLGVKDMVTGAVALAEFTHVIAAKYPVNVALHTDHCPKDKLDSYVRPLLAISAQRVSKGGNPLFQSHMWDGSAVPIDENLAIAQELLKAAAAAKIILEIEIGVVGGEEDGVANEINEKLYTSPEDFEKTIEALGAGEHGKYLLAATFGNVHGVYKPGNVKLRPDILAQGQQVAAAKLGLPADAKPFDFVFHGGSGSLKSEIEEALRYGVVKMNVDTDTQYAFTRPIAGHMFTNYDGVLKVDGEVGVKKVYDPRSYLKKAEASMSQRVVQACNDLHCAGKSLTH
Numbers without * were called inactive; ? = inconclusive; · = no result given. Rule as the data show it, unless noted: active = inhibition above about 30%; inactive = the rest.

SMILES	BioA inh	CCHF vOTU inh	GDH-TPI inh	FadD28 FP inh	BoNT F protease	BoNT-A LC inh2	PrPC TRFRET	UGM FP inh	Mtb FBA inh
O=C(N/N=C\c1cc2c(cc1[N+](=O)[O-])OCO2)c1cccs1	-0.3	-1	11	-0.6	-15	-2.6	-32	1.4	2
Cc1ccc(C)c(NC(=O)COC(=O)CC2CC3CCC2C3)c1 (stereo not drawn)	·	8	0	0.8	-3	-0.1	1	-2.0	1
Cc1cc(C(=O)COC(=O)C23CC4CC(CC(O)(C4)C2)C3)c(C)n1-c1c(C)n(C)n(-c2ccccc2)c1=O	0.4	8	-3	-1.1	-6	-0.9	5	1.2	2
CCOc1cccc(=O)c2c(C)n(C)c(C)c12	·	7	-9	-3.5	-20	0.6	-12	3.5	1
CCCNC(=O)CN(c1ccc(F)cc1)S(=O)(=O)c1ccc2c(c1)OCCO2	0.3	-4	5	-3.6	-18	-1.9	8	0.4	-1
Cc1cccc(-c2nnc(SCC(=O)NCc3ccc4c(c3)OCO4)n2C)c1	0.7	6	5	-2.7	-7	0.6	-2	-0.7	0
CSc1ccc(C(=O)N2CCC(CCC(=O)NC3CC3)CC2)cc1	1.0	-6	-9	1.8	0	4.2	2	-1.7	0
Cc1ccc2c(C)nc(N/C(N)=N/S(=O)(=O)c3ccc([N+](=O)[O-])cc3)nc2c1	-2.5	7	18	-0.1	2	0.3	2	-3.4	1
COc1cc(C(=O)N2CCCCCCC2)ccc1OC1CCN(C(C)=O)CC1	-0.8	9	1	1.0	1	0.4	-4	0.2	-1
CCC(=O)Nc1c(OC(=O)CC)ccc2c(C)cc(=O)oc12	0.1	-160	10	-1.3	1	-0.2	0	-1.6	140*
CNC(=O)CSc1ncnc2c1cnn2-c1ccccc1	·	13	4	-1.9	-2	0.1	7	1.7	4
O=C1CS(=O)(=O)N(Cc2ccc(F)cc2)c2ccccc21	-2.0	18	7	-1.0	-2	-0.6	0	·	3
O=C(C[C@H]1C[C@H](C(=O)N2CCCCC2)[C@@]2(CCc3ccccc3)c3[nH]c4ccc(Cl)cc4c3CCN2C1=O)NCCC1=CCCCC1	0.8	5	2	-2.3	-1	0.0	4	·	-3
CCc1ccc(Nc2n[n+](-c3ccccc3)c(-c3ccc(C(=O)O)cc3)s2)cc1	1.1	12	5	1.7	6	0.0	-1	0.6	2
COc1cc(C=Nc2ccccc2C(=O)Nc2ccccc2)cc(OC)c1OC	·	-50	6	-1.5	-2	0.6	5	-3.1	51*
CCCCCC1CCC(C(=O)NNC(=S)NCC)CC1 (stereo not drawn)	0.0	3	-4	0.7	-4	-0.8	4	-0.2	3
O=C(Oc1ccccc1)c1ccc(-n2cnnn2)cc1	·	14	5	-0.5	10	1.8	-2	-0.1	2
CC(C)COn1c(=S)[nH]c2ccccc2c1=O	-0.3	-6	-7	-4.4	-14	-0.8	-4	2.2	2
COc1ccccc1OCCCC(=O)Nc1ccc(N2CCOCC2)cc1	·	-11	-12	-2.0	-4	-0.2	-1	-2.5	0
Cc1ccc(NS(=O)(=O)c2ccc3c(c2)NC(=O)CCS3)cc1F	-1.0	6	1	1.0	-3	-0.3	8	3.4	-2
O=[N+]([O-])c1ccc(NC2CCN(Cc3ccccc3)CC2)c2ccncc12	-0.3	9	3	-0.2	2	5.3	-28	2.0	-6
O=C(NC(=O)c1ccc(Cl)cc1)OC1CCCCC1	0.1	-7	3	-0.5	2	0.8	-4	·	2
c1coc(CNc2ncnc3nc[nH]c23)c1	-0.8	4	9	-1.4	3	-0.1	14	-1.2	5
CC(OC(=O)c1ccc(Br)o1)C(=O)Nc1ccc2c(c1)OCCO2 (stereo not drawn)	-0.5	0	2	-0.9	-7	1.8	1	·	7
Cc1ccc2nc(Cl)c(-c3ccccc3)cc2c1	-1.0	4	10	-1.7	-8	-0.2	8	-0.1	1
SMILES	BioA inh	CCHF vOTU inh	GDH-TPI inh	FadD28 FP inh	BoNT F protease	BoNT-A LC inh2	PrPC TRFRET	UGM FP inh	Mtb FBA inh
CCOC(=O)c1ccc(CSc2nnc(-c3ccncc3)n2N)cc1	6.5	4	8	-4.7	-8	-0.1	5	-0.9	-2
CN1CC2([N+](=O)[O-])CC=C(Cl)C([N+](=O)[O-])(C1)C2 (stereo not drawn)	-0.6	11	4	-1.2	-2	-0.1	1	-0.3	-6
O=C(c1ccc(COc2ccc3c(c2)CCC3)o1)N1CCN(c2ccccc2)CC1	-0.6	-3	-3	-0.5	-10	-0.5	2	-0.3	-2
COc1ccc(C2N(c3ccc(OC)cc3)C(=S)N3CCCN23)cc1 (stereo not drawn)	·	-21	-4	-2.0	-8	-1.6	3	-1.0	-4
CNC(=O)N1CCN(C(=O)NC)CC1	-0.5	-16	3	-3.3	-12	-0.5	6	1.9	-1
C/C(Cc1ccccc1)=N\NC(=O)CNC(=O)COc1cccc(C)c1	2.9	3	-2	0.0	31	2.7	6	-1.2	5
CC1(C)CC(=O)C2=C(C1)Nc1ccccc1[S@]2=O	·	13	12	0.1	-2	0.8	-6	-0.7	2
COc1ccc(C(=O)N2C(=O)c3ccc(N)cc3C2=O)cc1	·	-18	2	-2.6	2	0.4	6	1.6	5
CC(C)n1ncc2c(C(=O)Nc3ccc(CC#N)cc3)cc(C3CC3)nc21	-0.3	11	12	-4.2	-3	-0.2	4	5.4	0
NC(=O)C1(c2ccccc2)CCCN1C(=O)c1ccccc1Br (stereo not drawn)	·	-5	-2	-0.9	-2	-0.1	-6	0.9	0
Cc1ccc(NC(=O)C2CC(=O)OC23CCOC(C)(C)C3)cc1 (stereo not drawn)	-1.2	5	-3	-2.8	?	-0.3	-1	-1.4	3
Cc1cc(C)c2ccc(=S)[nH]c2n1	-0.7	4	18	-1.6	6	0.1	0	-1.6	12
Cc1noc(C)c1COC(=O)c1ccccc1NC(=O)c1ccco1	1.3	7	3	-2.4	-2	-0.5	-7	1.5	4
Cc1nc2nc[nH]n2c(=O)c1CCOC(=O)c1c(F)cccc1F	·	10	2	-2.3	-6	0.9	0	1.6	4
CC[C@@H](C)[C@H](NC(=O)Cc1c(C)c2cc3c(C)coc3c(C)c2oc1=O)C(=O)O	-0.9	-15	7	-1.9	-25	-2.2	-4	0.5	18
c1ccc(N2CCN(Cc3ccc4c(c3)OCO4)CC2)nc1	-0.6	-10	3	-2.7	?	-1.4	-8	-3.4	1
COc1ccc(Cl)cc1-n1c(C)cc(C(=O)O)c1C	-2.7	12	0	0.7	-3	0.6	2	1.7	2
Cc1cc(C)c(S(=O)(=O)N2CCN(c3ccc([N+](=O)[O-])c(-n4nc(C)cc4C)c3)CC2)c(C)c1	3.8	15	10	-2.7	-6	-0.5	7	2.6	-5
CN1CC(c2ccccn2)C2(SC(=S)N(Cc3ccccc3)C2=O)C12C(=O)Nc1ccccc12 (stereo not drawn)	-1.7	-4	10	-0.5	5	0.5	-3	-1.9	4
COc1ccc(-n2c(SCC(=O)NCc3cccs3)nc3[nH]ncc3c2=O)cc1	·	-2	-5	-1.7	-4	-1.4	6	0.7	1
CCCCCN(C(=O)CN1CCC(Cc2ccccc2)CC1)c1c(N)n(CCCC)c(=O)[nH]c1=O	·	8	0	-1.9	-4	-0.5	-5	-3.4	7
CCCOc1ccc(C(=O)NCC2OCCc3ccccc32)cc1OC (stereo not drawn)	·	-11	7	-1.7	12	2.8	-1	2.3	5
CN(Cc1ccc(OC(F)F)cc1)Cc1nc2c(Br)cc(Br)cc2c(=O)[nH]1	·	3	-6	-2.7	0	0.0	3	-1.0	-2
CCOc1ccc(S(=O)(=O)Nc2ccc(C(=O)NCC3(N4CCCCC4)CCCCC3)cc2)cc1	-1.0	14	1	0.6	·	·	-7	3.0	-1
Cc1cc(Cl)ccc1C(=O)C1CCCN(C(=O)CCn2cnnn2)C1 (stereo not drawn)	·	-14	-2	-2.8	-1	-0.2	-5	-0.2	-2

Reprinted at random: 3 entries already listed, in no set order.
SMILES	BioA inh	CCHF vOTU inh	GDH-TPI inh	FadD28 FP inh	BoNT F protease	BoNT-A LC inh2	PrPC TRFRET	UGM FP inh	Mtb FBA inh
Cc1nc2nc[nH]n2c(=O)c1CCOC(=O)c1c(F)cccc1F	·	10	2	-2.3	-6	0.9	0	1.6	4
COc1ccc(Cl)cc1-n1c(C)cc(C(=O)O)c1C	-2.7	12	0	0.7	-3	0.6	2	1.7	2
COc1ccc(C(=O)N2C(=O)c3ccc(N)cc3C2=O)cc1	·	-18	2	-2.6	2	0.4	6	1.6	5

Carrying on:
SMILES	BioA inh	CCHF vOTU inh	GDH-TPI inh	FadD28 FP inh	BoNT F protease	BoNT-A LC inh2	PrPC TRFRET	UGM FP inh	Mtb FBA inh
COc1ccc(C2(C(=O)NC3CCCCC3)CCOCC2)cc1OC	-3.1	1	3	-3.2	22	0.4	16	1.5	-9
O=C(c1cccc(S(=O)(=O)N2CCCC2)c1)N(Cc1ccco1)C1CCS(=O)(=O)C1 (stereo not drawn)	-0.6	3	-2	-4.1	0	-0.1	-7	-1.9	-2
CC(C)NC(=S)NC(c1ccccc1)(c1ccccc1)c1ccccc1	-0.8	-4	17	-1.2	·	·	13	0.7	1
COc1cc(/C=N/NC(=O)CN2CCOCC2)ccc1OCc1ccccc1	·	1	8	0.3	2	-0.3	-4	-0.6	-1
CCN(c1ccccc1)S(=O)(=O)c1ccc2[nH]cc(C(=O)NCCOC)c(=O)c2c1	0.2	14	15	-1.5	-6	-0.6	-1	-2.3	6
CCN1CCN(C(=O)c2ccc(S(=O)(=O)Nc3ccccc3)cc2)CC1	1.5	1	-2	0.1	2	-0.5	-6	-1.5	1
O=C(Nc1ccc(F)cc1)NC1(C(=O)NCc2ccc3c(c2)OCO3)CCCCC1	-1.9	6	4	-0.9	11	0.1	5	2.5	-1
COc1ccc(-n2nnnc2SCC(=O)NCCc2ccc(OC)c(OC)c2)cc1	1.3	-7	2	1.0	6	-0.2	4	-2.1	8
COc1ccccc1-n1c(SC)nc2c(sc(=S)n2-c2ccccc2)c1=O	-1.6	-17	5	1.1	-16	-1.9	-3	·	0
Oc1c(Cl)cc(Cl)cc1C=Nc1ccc(N2CCOCC2)cc1	3.3	-9	-3	·	9	3.9	-8	-1.1	1
c1cncc(CNc2ncnc3ccc(-c4ccoc4)cc23)c1	5.4	12	4	-3.6	-7	-0.5	-6	-3.0	23
CCN(CC)CCNC(=O)C(C(=O)c1ccccc1)n1ccccc1=O (stereo not drawn)	0.5	-7	0	-3.7	-1	-1.2	-7	2.5	1
COc1ccc2cc(C(=O)C3CCCN(C(=O)CSc4nnc(C)o4)C3)ccc2c1 (stereo not drawn)	·	-122	17	-1.7	-6	0.5	-7	-1.0	126*
Cc1ccc(C(=O)NCCONC(=O)c2ccc(C)cc2)cc1	0.8	-12	-7	-2.8	2	-0.7	6	0.0	1
C[C@H](CO)N1C[C@H](C)[C@@H](CN(C)S(=O)(=O)c2ccccc2)Oc2ccc(NS(=O)(=O)c3ccccc3)cc2C1=O	0.3	9	-2	0.0	0	0.0	-3	·	-1
O=C(O)CNC(=O)C12CC3CC(CC(Cl)(C3)C1)C2	·	9	3	-1.5	-8	-0.1	-5	0.1	3
COCCN1C(=O)CCC1(C)c1nnnn1-c1c(C)cccc1C (stereo not drawn)	·	9	·	·	3	-0.3	0	·	·
CCOC(=O)C1CCN(C(=O)CN2C(=O)COc3ccc(C(C)(C)C)cc32)CC1	-1.4	12	-6	-3.5	5	1.1	1	-0.6	-1
CCOc1ccc(NC(=O)C2C(c3ccccc3)C2(Cl)Cl)cc1 (stereo not drawn)	-3.9	6	17	-0.8	?	-4.6	17	-0.8	1
CCn1c(O)c(/C=N/n2cnnc2)sc1=S	-1.0	-4	14	-1.5	18	18	1	0.1	-3

Part of the list above, showing only FadD28 FP inh and GDH-TPI inh.
SMILES	FadD28 FP inh	GDH-TPI inh
O=C(O)CNC(=O)C12CC3CC(CC(Cl)(C3)C1)C2	-1.5	3
CCN(CC)CCNC(=O)C(C(=O)c1ccccc1)n1ccccc1=O (stereo not drawn)	-3.7	0
Oc1c(Cl)cc(Cl)cc1C=Nc1ccc(N2CCOCC2)cc1	·	-3
O=C(c1cccc(S(=O)(=O)N2CCCC2)c1)N(Cc1ccco1)C1CCS(=O)(=O)C1 (stereo not drawn)	-4.1	-2
